Anthrax LF prot – Bacillus anthracis LF protease inhibitors, primary screen, biochemical, multiplex microsphere, MLPCN library; Lethal factor (Bacillus anthracis), P15917; multiplex microsphere protease cleavage assay; inhibition, % at 10 µM; hit rate 0.12% among 360,000; further: plate controls were buffer without enzyme for full effect and enzyme alone for no effect
PrPC surface inh – inhibitors of human cell surface prion protein PrPC, primary screen, cell-based, TR-FRET; Major prion protein (Homo sapiens), P04156; TR-FRET read-out; inhibition, % at 13.8 µM; hit rate 0.43% among 370,000; AID 720596, 2013; in the data active means inhibition above about 24%; further: 0% = median of the test wells and 100% = reference compound wells
Rv3671c inh – Rv3671c serine protease inhibitors, primary screen, biochemical, fluorescence polarization, M. tuberculosis H37Rv; P9WHR9; inhibition, % at 5.96 µM; hit rate 0.048% among 320,000; AID 2606, 2010; in the data active means inhibition above about 38%;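 further: extracellular domain of Rv3671c used as enzyme; 0% = enzyme with DMSO and 100% = no enzyme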
Target sequence (P9WHR9 whole entry, looked up, the tested form may be a part): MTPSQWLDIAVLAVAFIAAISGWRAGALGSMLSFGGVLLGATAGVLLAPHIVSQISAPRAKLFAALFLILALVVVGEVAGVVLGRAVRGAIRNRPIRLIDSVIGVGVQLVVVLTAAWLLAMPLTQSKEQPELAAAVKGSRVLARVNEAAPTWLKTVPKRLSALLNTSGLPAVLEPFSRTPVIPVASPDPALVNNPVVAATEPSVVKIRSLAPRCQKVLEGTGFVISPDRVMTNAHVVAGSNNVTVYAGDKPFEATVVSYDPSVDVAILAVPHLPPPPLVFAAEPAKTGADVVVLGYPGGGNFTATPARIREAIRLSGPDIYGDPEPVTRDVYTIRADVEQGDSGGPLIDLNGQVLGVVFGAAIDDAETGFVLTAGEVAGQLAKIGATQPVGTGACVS
BoNT-A LC inh2 – BoNT/A light chain protease inhibitors, primary screen, biochemical, flow cytometry, MLPCN library | Botulinum neurotoxin type A light chain protease (Clostridium botulinum A str. ATCC 3502) | multiplex microsphere protease substrate cleavage | inhibition, % at 10 µM | hit rate 0.17% among 360,000 | AID 588499, 2011; further: plate controls were buffer without enzyme for full effect and enzyme alone for no effect
MazEF act – activators of E. coli MazEF toxin-antitoxin RNase, primary screen, biochemical, fluorescence, uHTS. AID 504720, 2011. activation, % at 20 µM. hit rate 0.32% among 350,000. Endoribonuclease toxin MazF (Escherichia coli (strain K12)), P0AE70. FAM/BHQ RNA-DNA oligo cleavage fluorescence, 5 h; in the data active means activation above about 50%
Target sequence (P0AE70 whole entry, looked up): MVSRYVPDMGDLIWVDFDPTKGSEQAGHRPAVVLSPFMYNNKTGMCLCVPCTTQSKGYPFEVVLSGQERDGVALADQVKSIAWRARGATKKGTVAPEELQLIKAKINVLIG
SSB-PriA inh – inhibitors of Klebsiella pneumoniae PriA binding to SSB C-terminal tail, primary screen, biochemical, AlphaScreen; AlphaScreen SSBct-PriA binding, biotinylated peptide; hit rate 0.6% among 430,000; PriA–SSB C-terminal tail interaction (Klebsiella pneumoniae); inhibition, % at 33 µM; in the data active means inhibition mostly above about 37%, no sharp cut-off; inactive means mostly below about 20%;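 further: plate controls were negative control peptide for no effect and reference peptide for full effect; strong numbers were not always called active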
BoNT F protease – BoNT/F light chain protease inhibitors, primary screen, biochemical, flow cytometry, MLPCN library | Botulinum neurotoxin type F light chain protease (Clostridium botulinum) | Multiplex microsphere protease cleavage assay | inhibition, % at 10 µM | hit rate 0.22% among 360,000; in the data active means inhibition above about 35%, passing the limit was not always enough; inconclusive means no clear call, values can overlap the other calls; further: plate controls were buffer without enzyme for full effect and enzyme alone for no effect
SARS 3CLpro inh – SARS-CoV 3CLpro protease inhibitors, primary screen, biochemical, quenched FRET; inhibition, % at 6 µM; Replicase polyprotein 1ab (Severe acute respiratory syndrome coronavirus), P0C6X7; hit rate 0.14% among 290,000; recombinant SARS-CoV 3CLpro, quenched FRET peptide cleavage; in the data active means inhibition above about 12%
VHR inh abs – VHR1 phosphatase inhibitors, primary screen, biochemical, absorbance, uHTS. recombinant VHR phosphatase, pNPP absorbance. inhibition, % at 13.3 µM. hit rate 0.52% among 290,000. AID 1654, 2009; in the data active means inhibition above about 50%; further: some compounds called inactive have numbers as strong as hits
Target sequence (P51452 whole entry, looked up): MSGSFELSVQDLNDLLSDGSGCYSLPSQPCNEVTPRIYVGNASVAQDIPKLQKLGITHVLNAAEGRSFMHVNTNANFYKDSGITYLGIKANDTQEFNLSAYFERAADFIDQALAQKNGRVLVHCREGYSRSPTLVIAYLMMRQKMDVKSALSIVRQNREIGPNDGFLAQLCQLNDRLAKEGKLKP
CCHFV vOTU inh – CCHFV vOTU protease inhibitors, primary screen, biochemical, Pep-AMC substrate, fluorescence; inhibition, % at 11.5 µM; Crimean-Congo hemorrhagic fever virus L polyprotein viral ovarian tumor (vOTU) protease …; AID 651958, 2012; hit rate 0.55% among 370,000; in the data active means inhibition above about 30%; further: 0% = vehicle wells with enzyme and 100% = no enzyme wells
* marks the source's active call; other numbers are inactive results; i = inactive; ? = inconclusive; . = not tested or not shown. Unless noted, no stated cut-off is given here; in the data, active means inhibition above about 30%; inconclusive means no clear call, values can overlap the other calls; inactive means below that. This is a subset; rates above refer to the full screens.

1: CC(C)C(c1nnnn1Cc1ccc(F)cc1)N1CCN(Cc2ccc3c(c2)OCO3)CC1 (centres undefined)
2: O=C(/C=C/c1cccs1)NCc1cccnc1
3: Clc1ccc(-c2nnnn2-c2ccc(Cl)c(Cl)c2)cc1Cl
4: COc1ccc(CCNC(=O)C2=CC=CN3CCS(=O)(=O)N=C23)cc1
5: Cc1ccc(N(CCC#N)C(=O)COC(=O)C2CCN(c3ccc(C(F)(F)F)cn3)CC2)cc1
6: O=C(Oc1ccc(Cl)c2cccnc12)N1CCCCC1
7: CCC1CCC2(CC1)NC(=O)N(CC(=O)Nc1ccc(OC)cc1)C2=O (centres undefined)
8: CCN(C(=O)CN1CCN(c2ccccc2F)CC1)c1c(N)n(Cc2ccccc2)c(=O)[nH]c1=O
Screen / compound no.	1	2	3	4	5	6	7	8
Anthrax LF prot	-2	-1	-9	2	-3	-4	.	-2
PrPC surface inh	-1	-13	0	-2	-4	-12	5	6
Rv3671c inh	-4	2	-8	3	5	-1	.	-5
BoNT-A LC inh2	0.4	1.0	-0.3	-1.7	3.6	0.6	.	-0.6
MazEF act	-11	-3	-1	-4	4	-7	2	-1
SSB-PriA inh	3	10	-32	-15	-7	5	-8	-7
BoNT F protease	-4	0	-9	-14	-8	2	.	0
SARS 3CLpro inh	5	5	-4	.	.	-5	.	2
VHR inh abs	13	-4	4	.	.	22	.	14
CCHFV vOTU inh	13	-4	0	10	12	-6	0	-3

9: C=CCn1nnc2sc3c(c2c1=O)CCC(C)C3 (centres undefined)
10: COc1ccc(C(C(=O)NC2CCCC2)N(C(=O)c2ccco2)c2cc3c(cc2C(C)=O)OCO3)cc1 (centres undefined)
11: CCOc1c(C)cc2[nH]c(CCC(=O)O)nc2c1C
12: O=c1[nH]c(=O)n(Cc2ccccc2)c(O)c1C=NCCCO
13: CC1(C(=O)NS(=O)(=O)c2ccc(Cl)cc2)CCN1C(=O)CC1CCCC1 (centres undefined)
14: O=C(NCCN1C(=O)C2C3C=CC(C3)C2C1=O)Nc1ccccc1O (centres undefined)
15: O=C(COC(=O)c1ccc[nH]c1=O)NC1CCCCC1
16: O=C(COc1ccc(S(=O)(=O)N2CCc3ccccc32)cc1Cl)NCc1ccccn1
Screen / compound no.	9	10	11	12	13	14	15	16
Anthrax LF prot	-9	-1	0	2	4	-2	-6	-1
PrPC surface inh	-1	-6	3	4	2	-3	-7	5
Rv3671c inh	3	0	-2	-9	.	8	14	0
BoNT-A LC inh2	0.6	0.8	-0.1	0.0	-0.4	0.3	0.3	1.0
MazEF act	2	7	5	-15	.	2	5	3
SSB-PriA inh	-18	0	0	-10	.	-5	1	-3
BoNT F protease	11	3	-9	-1	-4	0	-2	-5
SARS 3CLpro inh	-3	3	0	-2	.	0	1	-4
VHR inh abs	26	40	-14	-1	.	8	9	14
CCHFV vOTU inh	0	10	5	-6	-7	6	-10	18

17: CN(Cc1c(F)cccc1Cl)C(=O)c1ccc(COc2ccccc2)cc1
18: CC(C)(C)NC(=O)c1ccc2c(c1)CCO2
19: Cc1ccc(S(=O)(=O)N2CCOCC(=O)NCCOCCNC(=O)COCC2)cc1
20: Cc1ccc(OCCNC(=O)C(=O)NCc2ccco2)cc1
21: COc1cc(-c2noc(CCCC(=O)Nc3ccc(C(N)=O)cc3)n2)cc(OC)c1OC
22: O=C(CCC(=O)N1CCN(S(=O)(=O)c2ccc(Cl)cc2)CC1)NC1CCCc2ccccc21 (centres undefined)
23: CCSc1nnc(NC(=O)CCNC(=O)c2ccccc2Cl)s1
24: Cc1onc(-c2ccccc2)c1C(N)=O
Screen / compound no.	17	18	19	20	21	22	23	24
Anthrax LF prot	-1	0	-6	1	3	-4	0	-2
PrPC surface inh	-6	0	-3	7	6	-8	5	-4
Rv3671c inh	-7	-6	.	-3	-2	6	-11	8
BoNT-A LC inh2	0.8	0.0	-0.3	0.5	0.1	0.3	-0.5	0.1
MazEF act	0	-1	0	-2	7	3	-7	9
SSB-PriA inh	-24	-6	-12	-8	-1	-9	-8	-12
BoNT F protease	-2	7	9	2	-4	8	0	2
SARS 3CLpro inh	6	-2	-1	3	-3	1	.	1
VHR inh abs	-3	27	-1	22	21	25	.	-6
CCHFV vOTU inh	12	-1	-4	-3	-16	-3	3	-12

25: CCOC(=O)C1CCN(c2ccc([N+](=O)[O-])c(C(C)=O)c2)CC1
26: Cc1ccc(-n2c(C)cc(C(=O)OCC(=O)N(C)C3CCS(=O)(=O)C3)c2C)cc1 (centres undefined)
27: O=Cc1cc(Cl)ccc1OCCN1CCC(Cc2ccccc2)CC1
28: CC(=O)N1CCc2cc(NC(=O)C3(C)CCN3Cc3ccccc3OC(F)F)ccc21 (centres undefined)
29: Cc1nc2nc(SCC(=O)Nc3cccc(F)c3)[nH]c2cc1Br
30: O=C(Nc1ccccc1N1CCCC1)c1cccc(-c2cc3ccccc3oc2=O)c1
31: Cc1nn(-c2ccccc2)cc1/C=N/O
32: Cc1ccc(C)c(NC(=O)C(OC(=O)c2ccc(C)s2)c2ccccc2)c1 (centres undefined)
Screen / compound no.	25	26	27	28	29	30	31	32
Anthrax LF prot	-2	-2	5	-2	1	-5	-9	-4
PrPC surface inh	-17	0	-6	1	4	-13	-4	3
Rv3671c inh	6	-4	4	.	-16	-7	6	-8
BoNT-A LC inh2	-1.0	0.8	-0.6	-0.1	-0.1	-0.7	-0.4	0.3
MazEF act	5	3	6	.	1	3	2	4
SSB-PriA inh	-18	2	4	.	-16	4	.	-1
BoNT F protease	-13	4	?	4	0	-24	-2	-2
SARS 3CLpro inh	3	-3	1	.	0	-5	-6	1
VHR inh abs	19	-4	21	.	15	0	21	6
CCHFV vOTU inh	3	7	-7	9	8	-1	1	-2

33: O=C(CCN1CCCCC1)Nc1ccc(Br)cc1
34: O=C(CN1CCN(C(=O)CNC(=O)c2ccc3c(c2)OCO3)CC1)Nc1cccc(F)c1
35: Cc1nnc(C)c2c(C)n(Cc3ccc4c(c3)OCO4)c(C)c12
36: CC(C)=CC(=O)N1CCCc2ccccc21
37: COc1ccc(NC(=O)c2ccc3c(c2)OCO3)cc1[N+](=O)[O-]
38: O=C(CCc1nc(-c2ccccc2Cl)no1)NCC1CCCO1 (centres undefined)
39: CC(O)(c1ccc(F)c(F)c1)c1nc(-c2ccc(Cl)cc2)cs1 (centres undefined)
40: CN1CCN(S(=O)(=O)c2ccc(NC(=O)C3CCCO3)cc2)CC1 (centres undefined)
Screen / compound no.	33	34	35	36	37	38	39	40
Anthrax LF prot	1	.	-7	-7	2	-5	-2	-5
PrPC surface inh	4	-5	-5	1	0	-5	7	-2
Rv3671c inh	-5	-4	-1	2	-19	-10	.	6
BoNT-A LC inh2	-1.2	.	1.0	0.1	-1.3	-0.6	-0.3	-0.8
MazEF act	6	8	21	9	3	8	.	4
SSB-PriA inh	3	-1	17	-1	-10	-13	.	-18
BoNT F protease	-12	.	-30	4	0	-12	-3	-8
SARS 3CLpro inh	-4	.	-2	1	0	-3	.	2
VHR inh abs	13	.	1	-11	27	4	.	17
CCHFV vOTU inh	14	1	-10	5	-6	-1	11	-6

41: NC(c1ccccc1)c1csc(Nc2ccc(S(N)(=O)=O)cc2)n1 (centres undefined)
42: COc1ccc(CNC(=O)C(OC(C)=O)c2ccccn2)cc1 (centres undefined)
43: COc1ccc(-n2nnc3c(=O)n(C/C=C/c4ccccc4)cnc32)cc1
44: CC(C)Nc1nnc(SC(C)C(=O)Nc2ccc(N3CCOCC3)cc2)s1 (centres undefined)
45: CC(C)N(Cc1ccccc1)C(=S)NC(=O)C1(C)CC1(Cl)Cl (centres undefined)
46: O=C(OCCO)c1cc(Cl)c(C(=O)OCCO)cc1Cl
47: COc1ccc2c(c1)CC[C@@H]1[C@@H]2CC[C@]2(C)[C@@H](C(=O)O)C[C@@H]12
48: CCc1ccc(/C=N/NC(=O)Cc2cccn2C)cc1
Screen / compound no.	41	42	43	44	45	46	47	48
Anthrax LF prot	-9	-1	-4	0	-1	-3	-2	.
PrPC surface inh	-3	-4	-3	0	-3	-4	-4	-6
Rv3671c inh	.	0	2	-1	1	-2	2	3
BoNT-A LC inh2	0.0	0.9	1.4	2.6	-1.6	0.5	-0.3	.
MazEF act	.	-7	-2	-2	-2	0	-2	12
SSB-PriA inh	.	-6	-31	-5	-7	-15	-6	i
BoNT F protease	-5	-7	4	-15	-8	10	-1	.
SARS 3CLpro inh	.	-1	1	.	6	3	.	2
VHR inh abs	.	25	27	.	1	19	.	1
CCHFV vOTU inh	4	1	-14	4	-8	2	-2	0

49: CC(=O)N1CCN(c2ccc(NCc3ccc(C)s3)cc2)CC1
50: Cc1onc(C(=O)NN)c1C(=O)Nc1ncc(C(F)(F)F)cc1Cl
51: COc1ccc(NC(=O)CCCc2ccccc2)cc1OC
52: CCCCN(C(=O)c1ccc(OC)c([N+](=O)[O-])c1)c1c(N)n(CCC)c(=O)[nH]c1=O
53: CCOCCCNc1nc2c(C)cccn2c(=O)c1/C=C1\SC(=S)N(CC(C)C)C1=O
54: COc1ccc(/C=N/NC(=O)c2cccc(NC(C)=O)c2)c(C(=O)O)c1OC
55: C=CCn1c(SCC(=O)Nc2ccc(N3CCOCC3)cc2)nc2ccccc2c1=O
56: COc1ccccc1CNC(=O)CNC(=O)c1sc2ccccc2c1Cl
Screen / compound no.	49	50	51	52	53	54	55	56
Anthrax LF prot	-12	0	-9	-1	0	1	0	1
PrPC surface inh	-29	13	-1	0	2	-2	-2	0
Rv3671c inh	-4	7	-6	8	-8	-11	14	1
BoNT-A LC inh2	-0.9	-0.4	1.8	-1.9	3.9	0.8	-0.3	2.1
MazEF act	4	-8	-18	1	-427	6	-2	-2
SSB-PriA inh	22	-12	5	-5	-15	.	-9	-7
BoNT F protease	-29	2	?	-8	13	-2	2	6
SARS 3CLpro inh	-3	0	0	-2	-1	-4	-6	-1
VHR inh abs	-12	2	4	17	41	25	48	-3
CCHFV vOTU inh	10	9	-12	4	11	9	-8	-1
